G6PDH counter = counter-screen for G6PDH assay hits: L. mesenteroides G6PDH inhibition; Purified L. mesenteroides G6PDH, diaphorase/resazurin coupled fluorescence, 45 min; inhibition, % at 5 µM; actives 0.12% (n = 200,000); AID 1020; in the data active means inhibition above about 50%
TNAP inh noacc = blocks human TNAP activity with no phosphate acceptor present. AID 1012. inhibition, % at 20 µM. purified TNAP, CDP-star luminescence, 30 min. actives 0.26% (n = 200,000);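 active means tissue-nonspecific alkaline phosphatase inhibition above about 50% at 20 µM in the single-dose screen, limit read from the data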;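 further: 0% = DMSO negative control and 100% = EDTA positive control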
Target sequence (P05186 whole entry, looked up): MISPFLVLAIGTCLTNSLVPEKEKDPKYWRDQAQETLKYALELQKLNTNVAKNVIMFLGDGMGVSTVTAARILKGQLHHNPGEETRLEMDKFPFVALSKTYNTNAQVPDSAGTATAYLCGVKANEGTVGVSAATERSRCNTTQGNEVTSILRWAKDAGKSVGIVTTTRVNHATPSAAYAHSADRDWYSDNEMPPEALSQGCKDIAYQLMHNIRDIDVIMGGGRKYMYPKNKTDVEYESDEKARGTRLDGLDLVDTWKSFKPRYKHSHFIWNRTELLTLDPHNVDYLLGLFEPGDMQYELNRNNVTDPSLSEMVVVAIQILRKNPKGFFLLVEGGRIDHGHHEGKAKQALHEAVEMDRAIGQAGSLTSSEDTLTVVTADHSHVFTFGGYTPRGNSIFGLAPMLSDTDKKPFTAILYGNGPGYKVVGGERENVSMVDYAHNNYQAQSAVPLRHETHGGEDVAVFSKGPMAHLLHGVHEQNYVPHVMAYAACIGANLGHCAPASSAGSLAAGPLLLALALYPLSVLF
TNAP act hiacc = TNAP (human) activation, high acceptor | activation factor at 20 µM | AID 1136 | P05186 | purified TNAP, CDP-star luminescence, 1 M DEA, 30 min; active compounds read high; 0 = EDTA background, 1 = DMSO-only activity | 200,000 tested, under 10 active;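 active means activation factor at least 2 at 20 µM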
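Dosing: 20 µM single point. System: human TNAP. Amount: TNAP 1/800 final. Incubation: 30 min, room temperature. Read-out: TNAP activation factor scaled between EDTA and DMSO control wells. Signal: luminescence from CDP-star hydrolysis. Medium: 1 M DEA, pH 9.8, Mg2+, Zn2+. Control set: EDTA negative control, DMSO positive control.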
Diaph act CS = counter-screen for diaphorase-based assays: diaphorase activators and chemical reducers. Diaphorase/resazurin coupled assay, resorufin fluorescence, 16 min; active compounds read high; 1 = vehicle wells, 0 = NADH-free wells. activation factor at 20 µM. actives 0.005% (n = 190,000). AID 1229;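 active means diaphorase activity raised at least twofold by the compound at 20 µM; inactive means activation factor below 2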
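Material: purified diaphorase enzyme from Clostridium kluyveri; Also added: 0.114 mM NADH and 0.1 mM resazurin, final amounts; Doses: single compound dose of 20 µM, 1% DMSO final; Times: 16 min enzyme reaction, ambient temperature; Detection: resorufin fluorescence, excitation 544 nm, emission 590 nm; Measure: increased resorufin signal from activators or reducing compounds.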
PMI act satM6P = increases human PMI activity with near-saturating mannose 6-phosphate; activation factor at 20 µM; actives 0.34% (n = 190,000); coupled PMI enzyme assay, resazurin fluorescence, 20 min; active compounds read high; 1 = untreated enzyme, 0 = substrate-free blank; P34949;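 active means activation factor of 2 or more at 20 µM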
Target sequence (P34949 whole entry, looked up): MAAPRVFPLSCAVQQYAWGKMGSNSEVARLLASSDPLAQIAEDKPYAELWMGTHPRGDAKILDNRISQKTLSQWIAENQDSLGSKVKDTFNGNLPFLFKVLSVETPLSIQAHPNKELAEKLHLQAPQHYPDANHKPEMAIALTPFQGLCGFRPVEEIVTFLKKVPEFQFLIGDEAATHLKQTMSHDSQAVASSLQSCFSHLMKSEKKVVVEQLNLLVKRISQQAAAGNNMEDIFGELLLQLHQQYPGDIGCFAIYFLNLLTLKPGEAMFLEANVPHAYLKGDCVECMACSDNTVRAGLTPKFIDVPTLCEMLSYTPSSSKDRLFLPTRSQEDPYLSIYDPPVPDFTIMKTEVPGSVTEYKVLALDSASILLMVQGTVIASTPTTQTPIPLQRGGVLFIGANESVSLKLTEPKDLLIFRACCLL
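Material: human phosphomannose isomerase with PGI, G6PDH, diaphorase coupling enzymes; amount: PMI at 15 ng/mL final; also added: Mannose-6-phosphate 1.0 mM (near-saturating) plus 0.22 mM NADP+; incubation: enzyme reaction with compound 20 min at room temperature; signal: resorufin fluorescence (Ex 544/Em 590 nm) from resazurin via diaphorase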
FLuc act counter = firefly luciferase counter-screen for stimulation assays. 200,000 tested, under 10 active. activation factor at 10 µM. ATPlite luciferase biochemical, luminescence, 10 min; 0 = ATP-free wells, 1 = DMSO control. P08659;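 active means luciferase activation factor, scaled between plate controls, of at least 2 with compound at 10 µM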
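Assay system – cell-free luciferase reagent · Medium – PBS-based ATP solution · Dosing – test compounds dosed from 2 mM stocks in 100% DMSO · Timing – 10 min, room temperature · Technique – light output (luminescence) · Measure – luminescence gain marking luciferase activators · Controls – No-ATP low control, compound-free enzyme-plus-ATP high control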
PMI act = increases human mannose-6-phosphate isomerase activity | actives 0.005% (n = 190,000) | P34949 | activation factor at 20 µM | purified human PMI, coupled resazurin fluorescence, 20 min; active compounds read high; 1 = vehicle control, 0 substrate-free wells;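 active means activation factor of 2 or more at 20 µM, relative to plate controls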
TNAP inh hi DEA = TNAP (human) inhibition, high acceptor. inhibition, % at 20 µM. purified TNAP, CDP-star luminescence, 1 M DEA. actives 0.03% (n = 200,000);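 active means over 50% inhibition of tissue-nonspecific alkaline phosphatase at 20 µM in the single-dose screen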;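 further: plate controls were DMSO wells for no effect and EDTA-quenched wells as full inhibition for full effect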
HMGR II inh = blocks class II HMG-CoA reductase of Enterococcus faecalis; purified E. faecalis HMGR, NADPH absorbance 340 nm kinetic; inhibition, % at 10 µM; actives 0.41% (n = 190,000); AID 1066;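 active means inhibition above a set limit, the median over all tested compounds plus 3 SD, cut at about 9.5% in these data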;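 further: enzyme runs in reverse so mevalonate oxidation gives rising NADPH absorbance; 0% = complete reaction with DMSO and 100% = background rate lacking mevalonate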
Diaphorase inh = counter-screen for diaphorase-based assays: diaphorase inhibitors and chemical oxidizers | actives 0.69% (n = 190,000) | AID 1217 | diaphorase resazurin-to-resorufin fluorescence, NADH, 16 min; bacterial (C. kluyveri) enzyme, not human | inhibition, % at 20 µM;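 active means primary screen inhibition at 20 µM above a set limit, cut at about 50% in these data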;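 further: plate controls were DMSO with full reaction for no effect and wells lacking NADH for full effect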
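Assay system – diaphorase enzyme from Clostridium kluyveri · Amount – diaphorase 0.14 U/mL (working solution) · Times – reaction incubation of 16 min at room temperature · Controls – No-NADH positive control and DMSO neutral control · Signal – resorufin fluorescence 544/590 nm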
Starred values were filed as active, the others as inactive.

nr	SMILES	G6PDH counter	TNAP inh noacc	TNAP act hiacc	Diaph act CS	PMI act satM6P
1	CCOC(=O)c1c(NC(=O)c2cnn3c2NC(c2cccc(OC)c2)CC3C(F)(F)F)sc2c1CCCC2 (configuration not stated)	12	3	1	1	1.1
2	Cc1onc(-c2c(F)cccc2Cl)c1C(=O)Nc1cccc2nsnc12	1	-8	1.1	0.8	0.9
3	CCOC(=O)c1ccccc1NS(=O)(=O)c1ccccc1	-2	-15	1.1	0.8	1
4	CCCCn1cnc2cc(NCc3ccncc3)ccc21	11	-1	1	0.8	0.7
5	Oc1ccccc1OCc1nc2ccccc2s1	0	-2	1	0.9	1
6	O=C(NCC(=O)N(Cc1ccccc1)C(C(=O)NC1CCCC1)c1cccnc1)c1ccco1 (configuration not stated)	9	-11	1	0.9	1
7	Cc1cc(Oc2nc3c(C)cccn3c(=O)c2/C=C(\C#N)S(=O)(=O)c2ccccc2)ccc1Cl	-10	-12	1	1	1.1
8	CC(=O)N1CCN(C(=S)c2ccc(-c3ccc(Cl)cc3)o2)CC1	0	-14	1	0.7	0.5

nr	FLuc act counter	PMI act	TNAP inh hi DEA	HMGR II inh	Diaphorase inh
1	1	0.9	-1	0	0
2	1.1	0.9	-6	-3	22
3	1	0.9	-5	-6	18
4	1	0.6	3	0	18
5	0.8	1	0	-1	12
6	1.1	1.1	-4	-2	15
7	1.1	1.1	1	-3	-4
8	1.1	0.4	-1	-2	26

Brought forward from above: six entries; new compounds follow.
nr	SMILES	G6PDH counter	TNAP inh noacc	TNAP act hiacc	Diaph act CS	PMI act satM6P
3	CCOC(=O)c1ccccc1NS(=O)(=O)c1ccccc1	-2	-15	1.1	0.8	1
4	CCCCn1cnc2cc(NCc3ccncc3)ccc21	11	-1	1	0.8	0.7
5	Oc1ccccc1OCc1nc2ccccc2s1	0	-2	1	0.9	1
6	O=C(NCC(=O)N(Cc1ccccc1)C(C(=O)NC1CCCC1)c1cccnc1)c1ccco1 (configuration not stated)	9	-11	1	0.9	1
7	Cc1cc(Oc2nc3c(C)cccn3c(=O)c2/C=C(\C#N)S(=O)(=O)c2ccccc2)ccc1Cl	-10	-12	1	1	1.1
8	CC(=O)N1CCN(C(=S)c2ccc(-c3ccc(Cl)cc3)o2)CC1	0	-14	1	0.7	0.5
9	O=C(CCc1ccccc1)NN1C(=O)C2C3C=CC(C3)C2C1=O (configuration not stated)	1	-8	1.1	1.1	1
10	CC(C)Cc1nnc(NC(=O)CCC(=O)NC2CCCc3ccccc32)s1 (configuration not stated)	7	-3	1	1	0.9
11	CCNC(=S)N(CCc1c(C)[nH]c2ccc(C)cc12)Cc1cc(OC)c(OC)c(OC)c1	14	-8	1.1	0.7	0.8
12	COCCn1c(SCC(=O)c2cccc(OC)c2)nnc1-c1ccco1	-2	-10	1	0.9	1.1
13	Cc1c(NS(=O)(=O)c2ccc3c(c2)CCN3C(=O)C2CC2)c(=O)n(-c2ccccc2)n1C	4	-6	1	1	1
14	O=C(NC(C(=O)N/N=C/c1ccccc1)c1n[nH]c(=O)c2ccccc12)c1ccccc1 (configuration not stated)	22	-7	1	0.8	0.9
15	O=C(c1ccccc1)n1ccc2ccccc21	2	-9	1.1	1	1
16	O=C(c1ccc2nc(-c3ccco3)c(-c3ccco3)nc2c1)N1CCN(c2ccccc2)CC1	-28	-8	1	0.4	1.2

nr	FLuc act counter	PMI act	TNAP inh hi DEA	HMGR II inh	Diaphorase inh
3	1	0.9	-5	-6	18
4	1	0.6	3	0	18
5	0.8	1	0	-1	12
6	1.1	1.1	-4	-2	15
7	1.1	1.1	1	-3	-4
8	1.1	0.4	-1	-2	26
9	1	1.1	-6	-2	-14
10	1	1	1	-3	2
11	1.1	0.9	-6	2	28
12	1	1.1	-2	-5	13
13	1	1	-3	-1	2
14	1	0.9	-3	-1	20
15	1	1.1	-7	3	2
16	1.1	0.9	0	-7	56*

More entries follow.
nr	SMILES	G6PDH counter	TNAP inh noacc	TNAP act hiacc	Diaph act CS	PMI act satM6P
17	COc1ccc(C=O)cc1COc1ccc([N+](=O)[O-])c(C)c1	1	0	1	1	1
18	Cc1cc(NC(=O)CSc2cn(CCNC(=O)c3ccc(F)cc3)c3ccccc23)no1	10	1	1	0.9	1
19	c1ccc(Oc2nc(N3CCOCC3)nc(N3CCOCC3)n2)cc1	0	-20	1.1	0.8	1
20	O=C(Nc1ccc(F)cc1)N1CCCC(c2nc3c(nnn3Cc3ccccc3Cl)c(=O)[nH]2)C1 (configuration not stated)	0	-12	1	0.8	1
21	Cc1cc2c(c(=O)o1)C(C(C)C)C(C#N)=C(N)O2 (configuration not stated)	-4	-11	1.1	0.8	1
22	Cc1ccc(-c2n[nH]c(=S)n2C)cc1Cl	10	17	1	1	1
23	O=C(CNC(=O)c1ccccc1F)OCc1csc(-c2ccccc2)n1	1	-22	1	0.9	1
24	CCCCC(CC)Cn1c2nc3ccccc3nc2c2c(=N)oc(C)nc21 (configuration not stated)	-43	-2	1	0.9	1

nr	FLuc act counter	PMI act	TNAP inh hi DEA	HMGR II inh	Diaphorase inh
17	1.1	1	-3	-8	0
18	1	1	-3	0	10
19	1.1	1	-8	-8	18
20	1	1	-3	8	20
21	1.1	1	-9	1	15
22	1	0.9	-3	-8	-2
23	1	1	-4	-4	13
24	1.1	1	3	3	6

Further structures follow.
nr	SMILES	G6PDH counter	TNAP inh noacc	TNAP act hiacc	Diaph act CS	PMI act satM6P
25	CCn1nc(C(=O)NCCc2ccc(S(N)(=O)=O)cc2)c2ccccc2c1=O	-4	-12	1.1	0.9	1
26	CC(=O)C1=C(O)C(=O)N(Cc2cccnc2)C1c1ccc(C(C)C)cc1 (configuration not stated)	5	-12	1.1	0.9	1
27	O=C(/C=C/Nc1ccccc1Br)c1ccccn1	3	-1	1	1.1	1
28	CN(Cc1ccccc1)C(=O)CN1C(=O)C2C3C=CC(C3)C2C1=O (configuration not stated)	6	-7	1	0.9	0.9
29	Cc1ccc(OCc2nnc(SCC(=O)Nc3cc(C)on3)n2C)cc1	6	-14	1.1	0.9	1
30	CC1CCCN(c2nc3c(c(=O)[nH]c(=O)n3C)n2CCSc2ncccn2)C1 (configuration not stated)	3	-12	1.1	0.8	1
31	Cc1ccc(S(=O)(=O)N(CC(=O)NN=C2CCN(C)CC2)c2ccc(C(C)C)cc2)cc1	9	5	1	1	1.1
32	CN(Cc1ccc2nsnc2c1)Cc1nc(Cc2cccc(F)c2)no1	13	-6	1	0.8	0.9

nr	FLuc act counter	PMI act	TNAP inh hi DEA	HMGR II inh	Diaphorase inh
25	1.1	1	-6	4	8
26	1	1	-9	-10	10
27	0	0.9	-1	-3	-6
28	1.1	1	-2	-2	12
29	1	1	-10	-3	8
30	1.1	1	-8	0	22
31	1.1	1	0	-6	3
32	1	0.9	-2	-1	16

Next compounds
nr	SMILES	G6PDH counter	TNAP inh noacc	TNAP act hiacc	Diaph act CS	PMI act satM6P
33	O=C(COC(=O)c1ccc(O)cc1)NCc1ccc2c(c1)OCO2	-1	-17	1.1	1	1.1
34	Cc1cc(NC(=O)CN2C(=O)NC(Cc3ccccc3)C2=O)no1 (configuration not stated)	4	-16	1	0.9	1.2
35	CCC(CC)C(=O)OCC(=O)Nc1cccc(S(=O)(=O)N(C)c2ccccc2)c1	3	-12	1	0.9	0.9
36	Cc1ccc(SCc2cc(=O)[nH]c(N3CCCCC3)n2)cc1	-2	-9	1	0.8	1
37	CCCC(=O)Nc1nn(C)c2nc3c(C)cccc3cc12	2	-15	1.1	1	1
38	COc1ccc(CCNC(=O)c2ccc(-c3cccc([N+](=O)[O-])c3)o2)cc1OC	20	-5	1	0.9	0.9
39	C/C(Cn1nnc2ccccc21)=N\OC(=O)c1cc(F)c(F)cc1Cl	7	-3	1.1	0.9	0.9
40	Cc1ccccc1C(=O)NNC(=O)c1ccoc1C	5	-7	1	1.1	1.1
41	CC(=O)OCC(=O)NCC(=O)c1c[nH]c2ccccc12	17	-6	1	1.1	1
42	COc1cc(/C=C/c2ccc3cccc(OC)c3n2)c(OC(C)=O)c([N+](=O)[O-])c1	4	6	0.8	0.7	1
43	O=c1[nH]c(CSc2nnc(NCCCN3CCOCC3)s2)nc2cc(Cl)ccc12	2	-1	1	1	1.1

nr	FLuc act counter	PMI act	TNAP inh hi DEA	HMGR II inh	Diaphorase inh
33	1.1	1	-8	3	5
34	1.1	1	-2	-9	15
35	1	0.9	0	-5	14
36	1	1	-4	0	16
37	1	1	-6	-6	-4
38	1	0.9	-2	4	10
39	1	0.9	-5	3	10
40	1	1.1	0	0	-6
41	1.1	1.1	-1	2	-8
42	1.1	0.9	25	-3	28
43	0.9	1	4	-2	-3
